High-throughput results (PubChem BioAssay)
SNCA expr inh – inhibitors of alpha-synuclein (SNCA) gene expression. HEK-293 SNCA-luciferase knock-in, luminescence, 24 h. Potency, µM (highest dose often 57.2 µM), for the others: top-dose activity change, negative = inhibition, usual class: inhibitors. 0.17% of 140,000 active. AID 1671194;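 further: potency means the concentration at half of the fitted maximal effect; plate controls were DMSO cells for no effect and cell-free wells for full effect; nearly all actives have a fitted effect of over 45% in size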
HEK cytotox – cytotoxic compounds in HEK 293 cells; Potency, µM (series often up to 115 µM), for inactives: top-dose activity change, negative = cytotoxicity, usual class: inhibitors; HEK 293 viability, ATP luminescence (CellTiter-Glo), 48-72 h; 6.6% of 94,000 active; further: potency means the concentration at half of the fitted maximal effect; nearly all actives have a fitted effect of over 60% in size
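CellTiter-Glo luminescence (cellular ATP) was read after 48 or 72 hr of compound exposure at 37 degree Celsius. Cells were HEK 293 plated at 250 cells/well.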
FLuc inh – inhibitors of firefly (Photinus pyralis) luciferase; P08659; purified P. pyralis luciferase, luminescence, biochemical; Potency, µM (doses to about 115 µM), for inactives: at the highest dose activity change, negative = inhibition, hits mostly inhibitors; 2.5% of 76,000 active; further: potency means the concentration at half of the fitted maximal effect; nearly all actives have a fitted effect of over 65% in size
Target sequence (P08659 whole entry, looked up): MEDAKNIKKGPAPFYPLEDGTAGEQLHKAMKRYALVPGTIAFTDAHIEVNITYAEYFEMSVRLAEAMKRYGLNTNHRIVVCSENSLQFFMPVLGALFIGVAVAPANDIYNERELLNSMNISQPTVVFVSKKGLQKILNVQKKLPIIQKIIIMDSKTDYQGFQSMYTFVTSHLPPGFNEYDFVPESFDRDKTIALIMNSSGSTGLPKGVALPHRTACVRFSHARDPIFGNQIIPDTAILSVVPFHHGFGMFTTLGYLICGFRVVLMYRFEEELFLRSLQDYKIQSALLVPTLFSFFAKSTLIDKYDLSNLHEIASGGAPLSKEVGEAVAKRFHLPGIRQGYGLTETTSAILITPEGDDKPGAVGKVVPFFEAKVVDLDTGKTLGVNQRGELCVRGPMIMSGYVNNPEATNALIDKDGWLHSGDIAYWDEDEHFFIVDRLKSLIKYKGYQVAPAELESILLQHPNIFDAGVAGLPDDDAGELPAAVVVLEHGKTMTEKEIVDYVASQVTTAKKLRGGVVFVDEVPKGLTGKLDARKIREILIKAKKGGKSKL
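Luminescence read by CCD imaging after purified firefly luciferase (10nM final) was added to substrate buffer holding 10uM D-luciferin and 10uM ATP, pH 7.5, pre-dosed with compound.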
GPT2 inh – GPT2 alanine aminotransferase inhibition. Q8TD30. Recombinant GPT2, coupled pyruvate oxidase/HRP Amplex Red fluorescence. Potency, µM (series often up to 57.7 µM), for the others: at the top dose activity change, negative = inhibition, hits mostly inhibitors. 0.25% of 100,000 active; further: potency means the concentration at half of the fitted maximal effect; nearly all actives have a fitted effect of over 60% in size; many of its hits are not listed in these tables
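Fluorescence read-out: pyruvate from GPT2 turnover coupled to pyruvate oxidase, HRP and Amplex Red (0.2mM ThPP, 0.2U/mL PO and HRP, 50uM Amplex final). Substrates 250uM a-KG, 2mM L-alanine; enzyme 10ng/uL; 30 min RT.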
IP6K1 inhibitor – inhibitors of human IP6K1. Q92551. IP6K1 kinase, ADP-Glo luminescence, 2 h; hits give low values. activity change, % (series mostly up to about 58 µM). 0.81% of 140,000 active. AID 1645851; in the data active means activity change below about -25%
Target sequence (Q92551 whole entry, looked up): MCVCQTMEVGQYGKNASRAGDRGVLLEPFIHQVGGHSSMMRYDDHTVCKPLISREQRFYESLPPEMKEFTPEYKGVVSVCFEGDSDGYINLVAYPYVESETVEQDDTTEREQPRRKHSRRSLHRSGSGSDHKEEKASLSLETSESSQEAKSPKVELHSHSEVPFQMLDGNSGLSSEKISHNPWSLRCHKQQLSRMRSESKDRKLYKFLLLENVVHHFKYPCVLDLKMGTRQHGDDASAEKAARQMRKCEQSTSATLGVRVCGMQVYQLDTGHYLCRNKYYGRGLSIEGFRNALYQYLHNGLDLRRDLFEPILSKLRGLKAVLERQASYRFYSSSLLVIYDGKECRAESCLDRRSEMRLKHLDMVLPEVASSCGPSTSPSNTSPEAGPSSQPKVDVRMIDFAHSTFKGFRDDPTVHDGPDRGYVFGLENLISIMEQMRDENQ
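ADP-Glo luminescence measures ADP made by human IP6K1 during a 2 h RT reaction with ATP/IP6 (mix at 1.3 mM/130 uM); top library doses 57.5 and 19.1 uM final.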
NIH3T3 tox – NIH 3T3 cell cytotoxicity | NIH 3T3 viability, CellTiter-Glo ATP luminescence, 48-72 h | 4.3% of 94,000 active | Potency, µM (top dose mostly 96.7 µM), for inactives: at the highest dose activity change, negative = cytotoxicity, most hits filed as inhibitors; further: potency means the concentration at half of the fitted maximal effect; nearly all actives have a fitted effect of over 55% in size
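Cells were seeded at 400 per well, treated with pin-transferred compound, and kept 48 or 72 hr at 37 °C before CellTiter-Glo addition and luminescence imaging of cellular ATP.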
HEK293 viab – reduces viability of HEK-293 SNCA reporter cells | HEK-293-SNCA-luc viability, GF-AFC fluorescence, 24 h | Potency, µM (doses to about 57.1 µM), inactives show at the highest dose activity change, negative = cytotoxicity, actives largely listed as cytotoxic | 0.12% of 150,000 active | AID 1671193;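 further: potency means the concentration at half of the fitted maximal effect; 0% = DMSO-treated cells and -100% = medium-only wells without cells; nearly all actives have a fitted effect of over 30% in size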
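HEK-293-SNCA-luc cells (1500/well) plated 24 h, then exposed 24 h to a dilution series; GF-AFC added 30 min at 37C, fluorescence 405/540 nm; normalised to medium-only and DMSO wells, Hill fit.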
* = called active by the depositor; i = inactive; ? = inconclusive; . = not tested or not shown; [ ] = another dose, or the depositor's remark. Unless noted, the call rests on the fitted dose curve; in most records, active means well fitted curve in the direction sought with a large enough effect; inconclusive means small, poorly fitted or top-dose-only effect, or another doubt; inactive means no such curve, though single readings can be large; an effect the other way counts as inactive or inconclusive. Unless noted, on the % scale 0 is the no-effect control and ±100 the full control effect.

SMILES | SNCA expr inh | HEK cytotox | FLuc inh | GPT2 inh | IP6K1 inhibitor | NIH3T3 tox | HEK293 viab
CC1=C(c2cccc(Cl)c2)S(=O)(=O)NC1=NCc1ccccc1C | 9% | . | . | . | 23 | . | 11%
COc1cccc(CC(=O)N2CC(Oc3ccc(-c4nc(-c5ccccc5)no4)cc3)C2)c1 | -2% | 13µM* | 8.9µM* | i | 7 | ? | -20%
COc1cccc(N(Cc2nnc3n2CCCCC3)C(=O)Nc2ccccc2)c1 | -4% | . | . | . | -23 | . | 6%
Cc1ccc(N2CCN(c3nc4ccccc4c4nnc(C)n34)CC2)c(C)c1 | 5% | . | . | . | -14 | . | 5%
COCC1CN(Cc2ccc(Br)cc2)CC12CCNCC2 (stereo not drawn) | -18% | ? | -6% | 5% | 4 | ? | ?
Cc1ccc(NC(=O)c2ccc(F)c(S(=O)(=O)NCCc3ccccc3)c2)cc1F | -25% | . | . | . | 45 | . | -12%
CCc1cccc(NC(=O)C2Cc3ccccc3N2C(=O)c2ccccc2)c1 (stereo not drawn) | 6% | . | . | . | 8 | . | ?
O=C(N[C@@H]1CCC[C@@H]1C(=O)NC1CCCCCC1)c1ccncc1 | -17% | i | 3% | i | -2 | 2% | -4%
Cc1c(C(=O)N2CCOC(CCCC(C)C)C2)cnc2cc(=O)[nH]n12 (stereo not drawn) | -9% | -28% | -13% | 4%[11.5 µM] | 5 | ? | -10%
COc1ccc(-n2nc3n(c2=O)CCN(Cc2ccc(F)cc2)C3)cc1 | 28% | ? | . | 1% | -9 | ? | -14%
Cc1noc(C2CC3(CCN(C(=O)CC4CCCCC4)CC3)CN2C)n1 (stereo not drawn) | 2% | ? | . | 1% | 3 | -26% | 5%
CCC(=O)N1CCC(CC)(N2CCN(S(=O)(=O)c3cc(Cl)ccc3OC)CC2)C1 (stereo not drawn) | 8% | ? | 1% | 2% | 7 | -22% | 1%
CC(=O)Nc1ccc(C)cc1-c1nc2ccccc2n(CC(=O)c2ccc(Cl)cc2)c1=O | -14% | . | . | . | 26 | . | 11%
CCS(=O)(=O)N1CCC(N2C(=O)[C@H](OCCOC)[C@@H]2c2ccncc2)CC1 | 2% | -3% | -1% | i | 8 | -8% | -8%
CC1=C[C@@H](CNC(=O)Nc2ccc(Cl)cc2)[C@H](C(C)C)C[C@H]1CC(=O)N(C)Cc1cccnc1 | -5% | ? | -29% | 3% | -4 | ? | -23%
Cc1ccc(CNC(=O)N2CCCN(C(=O)C3CC3)C(c3ccccc3)CC(=O)NCC2)cc1 (stereo not drawn) | -24% | -5% | -16% | i | 8 | -23% | 5%
COc1ccc(S(=O)(=O)Nc2cc(-c3cn4ccc(C)cc4n3)ccc2C)cc1OC | 23% | . | . | . | -6 | . | -19%
CCCC(=O)O[C@]1(C(=O)CC)CC[C@H]2[C@@H]3CCC4=CC(=O)CC[C@]4(C)[C@H]3[C@@H](O)C[C@@]21C | 16%[25.6 µM] | . | . | i | 1 | . | -10%[23.9 µM]
CC(=O)N1CC2(Cc3ccccc31)CN(C(=O)Cc1ccccn1)C2 | -18%[87.6 µM] | -6%[172 µM] | -6%[172 µM] | 0%[88.5 µM] | 13 | -13%[138 µM] | 6%[87.6 µM]
O=C(NCc1ccccn1)C1CCN(Cc2cc3n(n2)CCNC3)CC1 | 0% | 19% | -13% | 0% | 6 | -5% | 3%
NC(=O)c1nnn([C@H]2C[C@H]3C(=O)N4CC[C@H](NC(=O)c5cccs5)[C@H]4C(=O)N3C2)c1C(N)=O | 25% | i | -2% | -18% | 0 | -4% | 2%
CC(C)c1ccc(CNC(=O)C2Cn3cccc3C(=O)N2)cc1 (stereo not drawn) | 7% | -17% | -3% | i | -1 | -19% | -1%
C=CC(C)(O)CC/C=C(\C)C(=O)O[C@@H]1[C@@H](O)[C@H](OC(C)(C=C)CC/C=C(\C)C(=O)O)O[C@H](CO)[C@H]1OC(=O)/C(C)=C/CCC(C)(O)C=C (stereo partly drawn) | . | . | . | i | 0 | . | -12%[23.9 µM]
CCOc1ccccc1C1NC(=O)N(CC(=O)N(CC)c2ccccc2)C2=C1C(=O)OC2 (stereo not drawn) | -2% | -39% | -8% | 3% | -4 | -19% | ?
Cc1ccc(C(=O)N2CCCN(C)c3ccccc32)cc1C | 35%[activator] | ? | -20% | i | 0 | ? | -5%
Further structures follow.
SMILES | SNCA expr inh | HEK cytotox | FLuc inh | GPT2 inh | IP6K1 inhibitor | NIH3T3 tox | HEK293 viab
CN1CCC(N[C@@H]2CCC[C@@H](C(=O)NC3CC3)CC(=O)N(C)C2)CC1 | -9%[87.6 µM] | i | -2%[172 µM] | ? | 4 | -1%[174 µM] | -3%[87.6 µM]
CCOc1ccc(C(=O)c2cn(CC(=O)Nc3ccc(F)cc3)c3cc4c(cc3c2=O)OCCO4)cc1 | ? | . | . | . | -1 | . | -13%
COc1cc(NC(=O)Cc2c(C(=O)O)c(C)cn2C)cc(OC)c1 | -5% | . | . | . | -11 | . | -4%
CNC(=O)C1CCCN1Cc1ccc(-c2cc(C)cc(C)c2)cc1 (stereo not drawn) | -19%[87.6 µM] | ? | . | i | -7 | ? | -10%[87.6 µM]
COc1cc(C[C@@]2(O)CO[C@@H](c3ccc(O[C@@H]4O[C@H](CO)[C@@H](O)[C@H](O)[C@H]4O)c(OC)c3)[C@H]2CO)ccc1O | . | . | . | 2%[27.3 µM] | 15 | . | -7%[23.9 µM]
CC(C)CCN1CCc2nc(N3CCc4ccccc4C3)[nH]c(=O)c2CC1 | -14% | -4% | 0% | -5% | 15 | i | 6%
O=C(Cc1c[nH]c2ncc(-c3ccccc3Oc3ccccc3)cc12)N1CCOCC1 | ? | 50µM* | -17%[172 µM] | ? | -19 | ? | -17%[87.6 µM]
COCCN1CCNc2nc(CNCc3cnccn3)n(Cc3ccccc3)c2C1=O | -5%[87.6 µM] | i | 4%[172 µM] | -12%[88.5 µM] | -8 | ? | -4%[87.6 µM]
C=CC(=O)Nc1ccc2ncnc(Nc3cccc(Br)c3)c2c1 | . | . | . | i | -10 | . | ?
COc1ccc([C@@H](NC2CCN(C(=O)C(C)C)CC2)C2CC(O)C2)cn1 (stereo partly drawn) | ? | 0% | 5% | -19% | 19 | -4% | 8%
COc1cccc(CNC(=O)[C@@H]2C[C@@H](O)CN2C2CCN(C(=O)C(C)C)CC2)c1 | -11% | -1% | 6% | i | 9 | -3% | 12%
CCN1CCN(c2nc3c(s2)CN(C(=O)CCC(C)C)CC3)CC1 | -16% | ? | -5% | 2% | 1 | ? | -13%
CCOCCCNC(=O)c1c(NC(=O)Cc2coc3c(C)c(C)ccc23)sc2c1CCC2 | 1% | . | . | . | 0 | . | 4%
COCCOc1ccc(-c2noc([C@@H]3CCCN3C3CCCCC3)n2)cn1 | -21%[87.6 µM] | 100µM* | -11%[172 µM] | -1%[88.5 µM] | 21 | -9%[174 µM] | 3%[87.6 µM]
CC1CCN(S(=O)(=O)c2ccc3c(c2)CCN3)CC1 | 1% | . | . | . | 30 | . | 0%
O=C(c1ccc(Cl)cc1)N1C[C@@H](F)[C@@H](OCc2nc3ccccc3[nH]2)C1 | 2%[87.6 µM] | ? | 1%[172 µM] | ? | -13 | ? | -6%[87.6 µM]
Cc1ccc(NC(=O)C2(c3cccs3)CCOCC2)cc1Cl | 8% | . | . | . | -13 | . | 4%
O=C(N[C@@H]1C[C@H](Cn2cc(C3CC3)nn2)[C@@H](O)[C@H]1O)c1cnccn1 | 13%[87.6 µM] | 3%[172 µM] | 13%[172 µM] | i | -6 | i | 3%[87.6 µM]
COc1ccc(CNC(=O)CCc2c(C)nc3c4cccnc4nn3c2C)cc1 | ? | . | . | . | -2 | . | 11%
CC1=C[C@@H](CN2CCN(c3ncccn3)CC2)[C@H](C(C)C)C[C@H]1Cc1nnc(-c2ccccc2F)o1 | ? | 32µM* | 9% | 1% | 7 | 40µM* | ?
Cc1cc(C)cc(OCC(=O)N(Cc2ccc(Cl)cc2)C2CCS(=O)(=O)C2)c1 (stereo not drawn) | 8% | . | . | . | -12 | . | -9%
COc1ccc(-c2onc(C)c2C(=O)NCCCOC(C)C)cc1 | 9% | i | 2% | -10% | -10 | 3% | 0%
COc1ccc2c(CNCc3ccccc3OC)c(C(=O)O)n(Cc3ccc(F)cc3Cl)c2c1 | -19% | . | . | . | 20 | . | 15%
CN(C1CCc2nn(CC3CC3)c(=O)n2CC1)S(=O)(=O)c1cn(C)cn1 (stereo not drawn) | 26% | 0% | -6% | i | -2 | -7% | 6%
COc1ccc(Cn2c(C3CCN(C(=O)C4CCCCC4)CC3)n[nH]c2=O)cc1 | 6% | 7% | 8% | i | -11 | -3% | -4%

Compound profiles (already shown). Screens in order: SNCA expr inh	HEK cytotox	FLuc inh	GPT2 inh	IP6K1 inhibitor	NIH3T3 tox	HEK293 viab
COCCN1CCNc2nc(CNCc3cnccn3)n(Cc3ccccc3)c2C1=O is listed with -5%[87.6 µM]	i	4%[172 µM]	-12%[88.5 µM]	-8	?	-4%[87.6 µM]
CC(C)c1ccc(CNC(=O)C2Cn3cccc3C(=O)N2)cc1 (stereo not drawn) is listed with 7%	-17%	-3%	i	-1	-19%	-1%
O=C(Cc1c[nH]c2ncc(-c3ccccc3Oc3ccccc3)cc12)N1CCOCC1 is listed with ?	50µM*	-17%[172 µM]	?	-19	?	-17%[87.6 µM]
Cc1c(C(=O)N2CCOC(CCCC(C)C)C2)cnc2cc(=O)[nH]n12 (stereo not drawn) is listed with -9%	-28%	-13%	4%[11.5 µM]	5	?	-10%

More records.
SMILES | SNCA expr inh | HEK cytotox | FLuc inh | GPT2 inh | IP6K1 inhibitor | NIH3T3 tox | HEK293 viab
CCOc1ccc(CC(=O)NCc2ccc3c(c2)CCN3C(=O)c2ccccc2)cc1OCC | 21% | . | . | . | -6 | . | -22%
CCCN1C(=O)CC[C@H]2CN(C(=O)c3ccc4sccc4c3)CC[C@H]21 | 1% | i | -2% | i | 3 | -8% | 2%
CN(CC(=O)N(Cc1ccc(C2CCCCC2)cc1)c1ccc(C(=O)O)cc1)S(=O)(=O)c1c(F)c(F)c(F)c(F)c1F | . | . | . | i | 7 | . | ?
Cn1c(Cn2cccn2)nnc1C1CCN(C(=O)N2CCOCC2)CC1 | 1% | i | 2% | -5% | -13 | i | 1%
CCCn1c(C)cnc1CC1CCCN(Cc2cccc(OC)c2)C1 (stereo not drawn) | -7% | ? | . | i | 14 | ? | -2%
Cn1ccnc1CNC(=O)C[C@@H]1C[C@H]2O[C@H](CNC3Cc4ccccc4C3)[C@@H](O)[C@H]2O1 | 23%[87.6 µM] | i | 1%[172 µM] | -4%[88.5 µM] | 10 | 1%[174 µM] | -4%[87.6 µM]
CC(=O)c1c(C)cc(O[C@@H]2O[C@H](CO)[C@@H](O)[C@H](O)[C@H]2O)cc1O | . | . | . | i | 17 | . | 7%

A portion of the library; the hit share may differ from the screen's.
